# Source: PubChem (University of Kansas High Throughput Screening Laboratory)
# Pf apPOL inh: Pf-apPOL DNA polymerase inhibition | AID 1794808 | hit rate 0.25% among 210,000 | inhibition, % at 10 µM | Recombinant Pf-apPOL, molecular beacon fluorescence, 1.5 h
# mHTT CaM bind: disrupts binding of mutant huntingtin to calmodulin; P42858; AlphaScreen His-mHTT/GST-CaM binding, luminescence; inhibition, % at 15 µM; hit rate 3.6% among 190,000; AID 1671202;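 also: 0% = both proteins with DMSO and 100% = one protein alone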
# Target sequence (P42858 whole entry, looked up, stated change not applied): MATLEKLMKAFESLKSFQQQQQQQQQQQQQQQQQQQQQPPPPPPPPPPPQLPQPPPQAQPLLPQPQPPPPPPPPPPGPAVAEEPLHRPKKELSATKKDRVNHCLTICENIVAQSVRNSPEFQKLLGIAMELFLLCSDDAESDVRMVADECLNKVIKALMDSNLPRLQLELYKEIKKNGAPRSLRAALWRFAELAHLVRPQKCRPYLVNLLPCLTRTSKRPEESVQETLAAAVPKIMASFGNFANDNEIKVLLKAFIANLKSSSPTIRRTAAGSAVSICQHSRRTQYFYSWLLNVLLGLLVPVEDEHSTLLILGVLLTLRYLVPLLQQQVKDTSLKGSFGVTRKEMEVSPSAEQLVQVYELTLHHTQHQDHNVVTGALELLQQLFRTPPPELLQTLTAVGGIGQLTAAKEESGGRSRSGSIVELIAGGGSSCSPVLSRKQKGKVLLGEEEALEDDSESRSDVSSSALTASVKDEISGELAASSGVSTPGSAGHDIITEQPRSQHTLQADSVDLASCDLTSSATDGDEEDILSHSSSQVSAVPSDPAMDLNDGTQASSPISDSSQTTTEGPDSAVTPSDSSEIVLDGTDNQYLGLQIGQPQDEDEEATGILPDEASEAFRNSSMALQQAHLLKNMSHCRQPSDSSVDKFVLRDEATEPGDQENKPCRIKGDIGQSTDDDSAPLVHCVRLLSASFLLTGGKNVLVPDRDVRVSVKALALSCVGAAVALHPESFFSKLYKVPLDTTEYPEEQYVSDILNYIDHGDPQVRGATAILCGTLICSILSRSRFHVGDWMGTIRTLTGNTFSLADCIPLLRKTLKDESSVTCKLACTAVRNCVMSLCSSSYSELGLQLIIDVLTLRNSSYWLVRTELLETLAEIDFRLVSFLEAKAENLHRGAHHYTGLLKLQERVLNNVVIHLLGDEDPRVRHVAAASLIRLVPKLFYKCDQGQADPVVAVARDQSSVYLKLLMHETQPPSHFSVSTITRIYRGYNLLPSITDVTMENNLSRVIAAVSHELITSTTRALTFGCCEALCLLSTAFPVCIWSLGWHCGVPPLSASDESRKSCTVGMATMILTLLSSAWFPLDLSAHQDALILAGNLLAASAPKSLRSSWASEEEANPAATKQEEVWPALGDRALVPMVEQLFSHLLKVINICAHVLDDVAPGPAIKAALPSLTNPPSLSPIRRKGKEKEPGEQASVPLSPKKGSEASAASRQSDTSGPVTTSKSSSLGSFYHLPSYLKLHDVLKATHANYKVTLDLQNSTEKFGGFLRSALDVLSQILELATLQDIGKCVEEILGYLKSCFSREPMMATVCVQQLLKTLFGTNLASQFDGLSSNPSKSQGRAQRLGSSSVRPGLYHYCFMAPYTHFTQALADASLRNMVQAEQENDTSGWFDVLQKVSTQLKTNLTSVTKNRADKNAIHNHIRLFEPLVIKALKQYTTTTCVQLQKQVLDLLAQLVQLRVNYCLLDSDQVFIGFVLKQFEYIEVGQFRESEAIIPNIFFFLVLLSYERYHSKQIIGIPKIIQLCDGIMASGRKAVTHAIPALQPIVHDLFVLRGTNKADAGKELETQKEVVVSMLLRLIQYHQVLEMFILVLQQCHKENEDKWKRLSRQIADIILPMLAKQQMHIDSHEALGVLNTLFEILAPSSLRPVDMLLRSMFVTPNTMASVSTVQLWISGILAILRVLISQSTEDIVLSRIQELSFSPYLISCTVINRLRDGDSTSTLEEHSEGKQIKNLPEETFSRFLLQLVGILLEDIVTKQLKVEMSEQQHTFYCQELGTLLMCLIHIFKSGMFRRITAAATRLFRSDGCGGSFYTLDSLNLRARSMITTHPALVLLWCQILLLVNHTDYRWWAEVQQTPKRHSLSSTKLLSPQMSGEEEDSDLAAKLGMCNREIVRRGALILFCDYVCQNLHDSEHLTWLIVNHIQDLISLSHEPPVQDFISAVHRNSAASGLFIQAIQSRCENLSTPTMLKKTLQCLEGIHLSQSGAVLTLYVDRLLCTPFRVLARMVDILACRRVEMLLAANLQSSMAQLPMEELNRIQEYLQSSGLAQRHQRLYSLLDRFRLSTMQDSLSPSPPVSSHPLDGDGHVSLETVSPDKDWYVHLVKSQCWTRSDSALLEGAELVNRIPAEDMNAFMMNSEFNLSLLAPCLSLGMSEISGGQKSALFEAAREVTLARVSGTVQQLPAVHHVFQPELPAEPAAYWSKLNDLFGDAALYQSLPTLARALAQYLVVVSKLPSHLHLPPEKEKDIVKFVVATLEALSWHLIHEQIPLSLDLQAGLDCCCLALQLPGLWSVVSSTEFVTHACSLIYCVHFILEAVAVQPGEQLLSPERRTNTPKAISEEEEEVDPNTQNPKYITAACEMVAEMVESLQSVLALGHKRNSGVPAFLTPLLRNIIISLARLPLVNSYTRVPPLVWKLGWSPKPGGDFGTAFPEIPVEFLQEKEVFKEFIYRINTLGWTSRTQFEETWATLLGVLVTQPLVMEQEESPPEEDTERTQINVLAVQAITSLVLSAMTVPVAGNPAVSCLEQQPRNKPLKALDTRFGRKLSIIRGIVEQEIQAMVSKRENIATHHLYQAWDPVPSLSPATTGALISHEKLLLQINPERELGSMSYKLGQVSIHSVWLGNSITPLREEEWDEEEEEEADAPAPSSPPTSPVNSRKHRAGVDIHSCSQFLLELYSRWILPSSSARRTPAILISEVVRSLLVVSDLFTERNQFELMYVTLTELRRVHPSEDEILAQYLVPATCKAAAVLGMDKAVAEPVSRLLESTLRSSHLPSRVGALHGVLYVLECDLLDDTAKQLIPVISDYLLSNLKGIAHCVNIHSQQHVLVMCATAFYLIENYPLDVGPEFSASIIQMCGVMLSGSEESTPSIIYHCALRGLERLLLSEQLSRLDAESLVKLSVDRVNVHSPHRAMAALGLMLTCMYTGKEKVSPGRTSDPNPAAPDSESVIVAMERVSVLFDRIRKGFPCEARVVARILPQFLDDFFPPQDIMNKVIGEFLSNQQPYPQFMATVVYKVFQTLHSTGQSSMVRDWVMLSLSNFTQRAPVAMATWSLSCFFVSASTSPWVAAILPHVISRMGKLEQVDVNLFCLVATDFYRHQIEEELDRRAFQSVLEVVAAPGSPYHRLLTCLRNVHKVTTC
# An asterisk follows results filed as active; / = no result given; & = joins results of further samples. Rule as the data show it: active = inhibition above about 50%; inactive = the rest. Rows are unselected (roughly 3.5% active in at least one column).
# Preview:
SMILES | Pf apPOL inh | mHTT CaM bind
COc1ccc(CCN2C(=O)OC(C)(C)C2(C)O)cc1OC (stereo not given) | 7 | 3
CN1CCc2cc(Cl)c(O)cc2[C@@H](c2ccccc2)C1 | 3 | /
C/C(=C\C(=O)c1cccnc1)Nc1ccc(I)cc1 | -2 | 11
CC1C(=O)N(c2ccc3c(c2)OCO3)CCN1C(=O)c1ccc(F)cc1 (stereo not given) | -4 | 10

# Main list, from the first entry:
SMILES | Pf apPOL inh | mHTT CaM bind
COc1ccc(CCN2C(=O)OC(C)(C)C2(C)O)cc1OC (stereo not given) | 7 | 3
CN1CCc2cc(Cl)c(O)cc2[C@@H](c2ccccc2)C1 | 3 | /
C/C(=C\C(=O)c1cccnc1)Nc1ccc(I)cc1 | -2 | 11
CC1C(=O)N(c2ccc3c(c2)OCO3)CCN1C(=O)c1ccc(F)cc1 (stereo not given) | -4 | 10
CCN1CCN(c2ncc3c(n2)CCN(Cc2ccccc2OC)C3)CC1 | 9 | 30
O=C(O)c1ccc(CN2CCOCC2)o1 | -4 | -4
CN(C(=O)c1noc2c1CCCC2)c1ccccc1F | -3 | -6
COc1c(Br)cc(-c2noc(CSC)n2)cc1Br | 0 | /
O=C(c1cccc(Cl)c1)N1CCCC2(C1)NC(=O)N(Cc1ccccc1)C2=O (stereo not given) | 0 | 7
CC(C)N1CC=C2C(C#N)=C(N)C(C#N)(C#N)C(c3ccc(F)cc3F)C2C1 (stereo not given) | 0 | 13
COc1ccc(NC(=O)C2CC(=O)N(c3ccc4oc(C)nc4c3)C2)cc1F (stereo not given) | -5 | -4
COc1cccc(OCC(O)CN2C(C)CCCC2C)c1 (stereo not given) | -10 | 2

# Later entries
SMILES | Pf apPOL inh | mHTT CaM bind
N#Cc1nc(-c2ccccc2)oc1N1CCOCC1 | -4&-9 | 7&0
CC(=O)OC1CCC2(C)C3CCC4(C)C(C(C)CCCC(C)C)CCC4C3CCC2(Cl)C1 (stereo not given) | 6 | /
Cc1cc(C)cc(NC(=O)C2CCCN(C(=O)c3ccc(F)c(F)c3)C2)c1 (stereo not given) | 1 | -2
CCc1c(C(=O)NC2CC2)c(C2CC2)nn1C | -5 | 2
CC(C)(C)c1ccc(S(=O)(=O)NCc2ccc(S(N)(=O)=O)cc2)cc1 | 0 | -4
O=C(CCc1c[nH]c2ccccc12)N1CCC(c2nc(C3CC3)no2)C1 (stereo not given) | -8 | 13
Cc1nc2cc(N3CC(C(=O)NCc4ccc(F)cc4)CC3=O)ccc2o1 (stereo not given) | -4 | 0
Cc1noc(CNC(=O)C2CCN(C(=O)c3ccc(S(=O)(=O)N(C)C)cc3)CC2)n1 | -10 | -15
Cc1ccc(-n2c(SCC(=O)c3ccc(Cl)cc3)nc3c(c2=O)SCC3)cc1 | 0 | 2
Cc1nc(NCCNC(=O)c2ccco2)cc(N2CCOCC2)n1 | -3 | -10
Cc1sc2ccn(CC(C)C)c(=O)c2c1C(=O)NC(C)(C)C | 1 | 7
Cc1ccc(-c2noc(CCCC(=O)N3CCc4nc5cc[nH]n5c(=O)c4C3)n2)cc1 | -1 | 6

# (list continues)
SMILES | Pf apPOL inh | mHTT CaM bind
COc1cccc(Nc2c(Nc3cccc(OC)c3)c(=O)c2=O)c1 | -15 | /
COc1ccccc1N1CCN(C(=O)C(C)c2ccc(CC(C)C)cc2)CC1 (stereo not given) | -10 | /
COc1ccc(CN2CCN(C(=O)/C=C3\Sc4ccccc4NC3=O)CC2)c(OC)c1OC | -12 | 20
COc1cccc(-c2noc(C3CCCN3C(=O)Nc3ccccc3)n2)c1 (stereo not given) | -3 | -6
COc1cccc(C2CC(=O)Nc3n[nH]c(C)c32)c1OCc1ccccc1 (stereo not given) | -4 | 12
CN(C)C(=O)N1CCN(c2nc(-c3ccccc3)cs2)CC1 | -49 | 10
CCCc1cc(C2CCCN2C(=O)Cc2ccccc2Cl)no1 (stereo not given) | 7 | -3
COc1ccc(NC(=O)CC2Sc3ccccc3NC2=O)cc1Cl (stereo not given) | 4 | 0
COc1ccc(CN2CCN(Cc3ccc4c(c3)OCO4)CC2)cc1C | 4 | 3
CC(=O)C1=C(C)NC(SCC(=O)c2ccc([N+](=O)[O-])cc2)=C(C#N)C1c1ccco1 (stereo not given) | 38 | 69*
COc1nn(C)cc1C(=O)Nc1ccc(C(=O)Nc2nc3ccc(Cl)cc3s2)cc1 | -6 | -14
CCc1ccc(OCCCn2cc(/C=C3/C(=N)N4C=CSC4=NC3=O)c3ccccc32)cc1 | 0 | 7

# Next entries follow.
SMILES | Pf apPOL inh | mHTT CaM bind
FC(F)(F)c1ccc(Cl)c(NC(=S)NN=Cc2ccccc2Cl)c1 | -4 | /
CC(C)C(=O)Nc1ccc(NC(=O)c2ccccc2[N+](=O)[O-])cc1 | -2 | -5
C[C@H]1COc2cc(Br)ccc2S(=O)(=O)N1Cc1cn(Cc2ccc(Br)cc2)nn1 | 1 | 2
O=c1ccnc(SCc2ccc(Br)cc2)[nH]1 | -6 | -7
CC12C=CC3(CN(Cc4ccccc4)C(=O)C3C1C(=O)NCc1ccc(Cl)cc1)O2 (stereo not given) | 1 | 6
Cc1ccc(NC(=O)Cn2cnc3c(oc4ccccc43)c2=O)cc1C | 0 | -5
Cc1cc(C)c(NS(=O)(=O)c2nc3nc(C)cc(C)n3n2)c(Cl)n1 | -3 | 3
O=C(NCc1ccc2c(c1)OCO2)C1CCN(c2cccc(F)c2)C1=O (stereo not given) | -5 | -3
Cc1sc2ncnc(N3CCC4(CC3)OCCO4)c2c1C | -6 | 0
COc1cccc(-n2c(SCC(N)=O)nc3c(c2=O)C2(CCCCC2)Cc2ccccc2-3)c1 | -4 | 27
O=C(O)c1c[nH]c(=O)n(-c2ccc(F)cc2)c1=O | 2 | 0
CSc1ncccc1C(=O)N1CCc2cc(-c3ccno3)ccc21 | -1 | -2

# More results:
SMILES | Pf apPOL inh | mHTT CaM bind
Cc1ccc(OCCCCn2cnc3ccccc3c2=O)c([N+](=O)[O-])c1 | -4 | 2
COc1ccc(S(=O)(=O)Nc2cccc([N+](=O)[O-])c2)cc1OC | -5 | 0
FC(F)(F)c1ccc(CN2CCN(c3cnn4cnnc4c3)CC2)cc1 | -8 | 21
CCc1ccccc1NC(=O)C(=O)NCc1ccccc1C | 0 | 4
O=C(Nc1ccc(F)cc1)c1cc(I)ccc1Cl | -1 | -17
O=C(C1CCCN(c2cnn(Cc3ccccc3)c(=O)c2)C1)N1CCOCC1 (stereo not given) | -6 | 4
O=C1CC(c2ccccc2)CC(O)=C1C=Nc1ccc(Cl)cc1C(=O)c1ccccc1 (stereo not given) | 0 | 11
COc1ccccc1C(=O)Oc1ccc2c(=O)c(-c3ccccc3OC)c(C)oc2c1 | 6 | 16
Cc1ccc(C(=O)N2CCc3[nH]nc(C(=O)NC4CCCCC4)c3C2)cc1 | -1 | 32
Cc1ccc(-c2nn(-c3cc(N4CCNCC4)ccc3[N+](=O)[O-])c(=O)c3ccccc23)cc1C | 0 | 100*
O=C(Nc1cnc(N2CCCCCC2)nc1)c1cc(F)cc(F)c1 | 2 | 3
COc1ccc(NC(=O)N2CCCC2c2ccc(Cl)cc2)c(OC)c1 (stereo not given) | -4 | 5

# Gathered by group: those above with an aryl thioether with sulfur outside any ring.
SMILES | Pf apPOL inh | mHTT CaM bind
Cc1ccc(-n2c(SCC(=O)c3ccc(Cl)cc3)nc3c(c2=O)SCC3)cc1 | 0 | 2
O=c1ccnc(SCc2ccc(Br)cc2)[nH]1 | -6 | -7
COc1cccc(-n2c(SCC(N)=O)nc3c(c2=O)C2(CCCCC2)Cc2ccccc2-3)c1 | -4 | 27
CSc1ncccc1C(=O)N1CCc2cc(-c3ccno3)ccc21 | -1 | -2

# Remaining list, next part:
SMILES | Pf apPOL inh | mHTT CaM bind
COc1ccc(C(=O)Nc2ccc(Cc3ccncc3)cc2)cc1OC | -20 | 7
CC(=O)N1N=C(c2cccs2)OC12CCCC2 | -2 | -5
CC(C)S(=O)(=O)c1ccc(CC(=O)Nc2cccc(Br)c2)cc1 | -2 | -17
COc1ccccc1N1CCN(S(=O)(=O)CCNC(=O)c2ccccc2SC)CC1 | -8 | -6
O=C(c1ccncc1)N1CCc2nc(-c3ccccc3)ncc2C1 | -1 | 0
COc1ccc(C2=N/C(=C\c3ccc(N(C)C)cc3)C(=O)O2)cc1 | 6 | -9
C=CCN1C(=O)C(O)(CC(=O)c2ccc(C)cc2C)c2ccccc21 (stereo not given) | -2 | 60*
Cc1c(C2CCN(C(=O)c3ccc4ccccc4n3)CC2)noc1N | -4 | 13
COc1ccc(C=NCCN=Cc2ccc(OC)cc2)cc1 | -10 | 6
CC(=O)c1ccc(NC(=O)c2ccoc2C)cc1 | -30 | 2
N#Cc1nc(-c2ccc(S(=O)(=O)N3CCOCC3)cc2)oc1NCc1ccco1 | 1 | -5
CCOc1cccc2c1OC1(C)CC2NC(=O)N1c1cccc(CC)c1 (stereo not given) | -9 | 2

# (cont.)
SMILES | Pf apPOL inh | mHTT CaM bind
Cc1cc(C(=O)Nc2ccc(CN3CCS(=O)(=O)CC3)cc2)no1 | -20 | /
CC(C)CCNC(=O)c1csc2c1CCCC2 | -1 | -12
Cc1ccc(-n2nc3c(c2NC(=O)c2ccc(Cl)cc2Cl)CS(=O)(=O)C3)cc1 | -4 | 18
CCOC(=O)Cn1cnc(-c2ccc(F)cc2)cc1=O | -4 | -15
COc1nccc(N2CCC(CC(=O)NCCCN3CCCC3=O)CC2)n1 | 4 | 1
Cc1cc(=O)n2cccc(O)c2n1 | -1 | 48
Cc1nn(C)cc1NC(=O)Nc1ccc(F)cc1 | -12 | /
Cc1ccc(CN2CCCCC2c2nc(-c3ccncc3)no2)cc1 (stereo not given) | -6 | -3
CCCC(=O)Nc1ccc(NC(=O)c2ccc(C)c([N+](=O)[O-])c2)cc1 | -11 | 0
O=C1/C(=C/c2ccc(Br)cc2)Sc2ccccc21 | 1 | 7
Cn1c(=O)[nH]c(=O)c2c1nc(N1CCCC1)n2CCSc1ncccn1 | 2 | -2
Fc1ccc(N2CCN(c3ncc4c(n3)CCN(Cc3ccccc3)C4)CC2)cc1 | -4 | 14

# Some of the entries above in another layout:
Cc1nc2cc(N3CC(C(=O)NCc4ccc(F)cc4)CC3=O)ccc2o1 (stereo not given)
  Pf apPOL inh: -4	mHTT CaM bind: 0
Cc1noc(CNC(=O)C2CCN(C(=O)c3ccc(S(=O)(=O)N(C)C)cc3)CC2)n1
  Pf apPOL inh: -10	mHTT CaM bind: -15
Cc1ccc(-n2c(SCC(=O)c3ccc(Cl)cc3)nc3c(c2=O)SCC3)cc1
  Pf apPOL inh: 0	mHTT CaM bind: 2

# (cont.)
SMILES | Pf apPOL inh | mHTT CaM bind
COc1ccc(C)cc1Cn1c(S(C)(=O)=O)nc2ccccc21 | -4 | 11
CC(=O)C1=C(O)C(=O)N(c2ccccn2)C1c1cccc([N+](=O)[O-])c1 (stereo not given) | 0 | 7
COc1cc(OC)cc(C(=O)Nc2ccc(S(=O)(=O)Nc3cc(OC)nc(OC)n3)cc2)c1 | 4 | 5
Cc1cccc(C)c1NC(=O)C(C)Oc1ccccc1F (stereo not given) | -1 | -6
CC(C(=O)N1CCC(N2CCc3ccccc32)CC1)c1ccccc1 (stereo not given) | 4 | 68*
COc1cc(S(=O)(=O)NCc2cccnc2)ccc1Cl | -3 | -1
CN(C)C(=O)c1cc(F)c(F)c(F)c1F | -3 | 3
CC(C)CN(CCNC(=O)CCN1N=C(c2ccccc2)CCC1=O)CC(C)C | -33 | 15
Cc1cc(C2CCCN2C(=O)Cc2cccc(F)c2)on1 (stereo not given) | -5 | -3
CCCCCCCCNCCS(=O)(=O)NCc1ccccc1OC | -6 | 6
Cc1cc(-c2nc3ccc(Br)cc3c(=O)o2)ccc1[N+](=O)[O-] | 0 | 3
CC(=O)Nc1ccc(OCc2ccccc2)cc1 | -10 | 0

# Next part:
SMILES | Pf apPOL inh | mHTT CaM bind
CC(C)c1cc(C(F)(F)F)nc(S[C@H]2CC(=O)[C@@H]3OC[C@H]2O3)n1 | / | 0
CCOc1cccc(=NC2CCCCC2)c2c(C)n(C)c(C)c12 | -12 | 24
O=c1oc2ccccc2c(Nc2ccccn2)c1[N+](=O)[O-] | -6 | 0
Cc1oc(C2CCN(C(=O)c3ccsc3)CC2)nc1C(=O)N(C)C | -6 | -2
Cc1cc([N+](=O)[O-])ccc1NC1OC(CO)C(O)C1O (stereo not given) | 0 | 0
O=C(CN1CCN(C(=O)Nc2ccccc2)CC1=O)NCc1ccc2c(c1)OCO2 | -1 | -6
CC1CCN(S(=O)(=O)c2cccc(C(=O)NCc3ccco3)c2)CC1 | -5 | 0
COc1ccc(C(=O)N2CCCC2c2nc(-c3ccccc3)n[nH]2)cc1 (stereo not given) | -2 | -6
CC1CCCC(C)N1CC(O)COC1CC2CCC1(C)C2(C)C (stereo not given) | -8 | 0
Cc1ccc(C(=O)Nc2cnc(N3CCCCCC3)nc2)s1 | -6 | -1
CN1OCC(S(=O)(=O)NCc2cccc(F)c2)C1c1cccc(C(F)(F)F)c1 (stereo not given) | -1 | -11
Cc1ccccc1CN1CCC(O)CC1 | 8 | 0

# Some of the entries so far, as labelled records.
Cc1ccc(C(=O)Nc2cnc(N3CCCCCC3)nc2)s1
  Pf apPOL inh: -6
  mHTT CaM bind: -1

CN1OCC(S(=O)(=O)NCc2cccc(F)c2)C1c1cccc(C(F)(F)F)c1 (stereo not given)
  Pf apPOL inh: -1
  mHTT CaM bind: -11

# New compounds follow
SMILES | Pf apPOL inh | mHTT CaM bind
CC(=O)NC1C(Oc2ccc(C)cc2)OC2COC(C)(C)OC2C1O (stereo not given) | -4 | 4
COC[C@@H]1CCCN1c1ccc2c(c1)O[C@H](COCc1ccccc1)CN([C@H](C)c1ccccc1)S2(=O)=O | -3 | 0
Cc1ccc(N=C2C(=O)Nc3ccc(C)c(Br)c32)cc1I | 4 | 8
CC(C)CCNC(=O)C1(C)CCC(=O)N1CCCN1CCCCC1 (stereo not given) | 1 | -7
Cn1c(C2CCN(C(=O)c3ccc(F)cc3)C2)nc2cccnc21 (stereo not given) | -2 | 0
COc1ccc(OC)c(CNC(=O)C2CCCN(c3nccc4sccc34)C2)c1 (stereo not given) | 0 | 23
O=C(Nc1ccccc1)C1CC(c2ccccc2)=NO1 (stereo not given) | 0 | 14
